ST2 IL33 inh: inhibitors of human ST2 (IL1RL1) binding to IL-33; AlphaLISA ST2-Fc/biotin-IL-33 interaction, 1 h; Q01638; inhibition, % for hits at 17 µM; hit rate 2.3% among 78,000; AID 1259354; in the data active = inhibition above about 30%; inconclusive = mostly about 10% to 28%
Target sequence (Q01638 whole entry, looked up): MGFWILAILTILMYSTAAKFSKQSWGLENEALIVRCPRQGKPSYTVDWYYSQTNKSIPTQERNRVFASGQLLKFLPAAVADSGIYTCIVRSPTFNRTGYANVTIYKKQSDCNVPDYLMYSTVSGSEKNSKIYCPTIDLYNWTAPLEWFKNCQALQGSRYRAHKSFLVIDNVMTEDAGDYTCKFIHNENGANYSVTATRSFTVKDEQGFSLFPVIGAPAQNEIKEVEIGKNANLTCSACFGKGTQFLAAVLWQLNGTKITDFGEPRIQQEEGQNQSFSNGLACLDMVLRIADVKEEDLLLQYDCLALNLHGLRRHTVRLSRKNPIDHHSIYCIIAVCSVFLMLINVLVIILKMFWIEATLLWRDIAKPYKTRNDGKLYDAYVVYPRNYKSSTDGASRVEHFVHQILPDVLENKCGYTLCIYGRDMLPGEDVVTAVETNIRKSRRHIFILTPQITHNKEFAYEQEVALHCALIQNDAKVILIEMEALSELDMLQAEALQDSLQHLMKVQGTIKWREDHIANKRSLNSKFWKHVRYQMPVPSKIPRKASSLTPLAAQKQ
Numbers without * were called inactive; i = inactive; ? = inconclusive. Only part of the results is shown. The share of hits here may be higher or lower than overall.

Compound	ST2 IL33 inh
CCOc1ccccc1NC(=O)CCS(=O)(=O)c1ccc(Br)s1	i
Cc1ccc(CNC(=O)CCc2nc3sc4c(c3c(=O)[nH]2)CCCC4)cc1	i
NC(=O)CC1Sc2ccccc2NC1=O (stereo not given)	i
O=C(Nc1cccc([N+](=O)[O-])c1)c1ccc(Br)o1	?
CC1CCN(C(=O)CSc2nc3c(c(=O)n2-c2ccc(Cl)cc2)SCC3)CC1	?
O=C(NCc1ccco1)c1cc(-c2cccs2)on1	i
CC(=O)N1CCc2cc(Br)cc(S(=O)(=O)CCC(=O)N3CCCC(C)C3)c21 (stereo not given)	i
CCCn1cc(SCC(=O)Nc2nccs2)c2ccccc21	?
COc1ccc(C(CC#N)C2CCOC(C)(C)C2)cc1 (stereo not given)	i
O=C(Cn1c(=O)[nH]c2ccsc2c1=O)Nc1ccc(F)cc1	i
CCOc1ccc(NS(=O)(=O)c2cc(Cl)ccc2OC)cc1	i
COc1ccc(CCN(C)C2CCCN(Cc3cnc(SC)nc3)C2)cc1OC (stereo not given)	i
COc1ccccc1C(=O)C1Nc2ccccc2-c2nnc(SC)nc2O1 (stereo not given)	i
COc1ccc(-c2nc3cc(NC(=O)c4cccc([N+](=O)[O-])c4)ccc3o2)cc1	?
CC1(C)CC(=O)C(C(C2=C(O)CC(C)(C)CC2=O)c2ccccc2Cl)C(=O)C1 (stereo not given)	i
COc1ccc(OC)c(-c2cc(Cl)c3c(c2)CC(CNC(=O)CCn2cncn2)O3)c1 (stereo not given)	i
CC1CC(=O)N(CC(=O)Nc2ccc3c(c2)OCCO3)c2ccccc2S1 (stereo not given)	i
Cc1cc(NC(=O)CSc2nc3c([nH]c4ccccc43)c(=O)n2-c2ccc(Cl)cc2)no1	i
O=C(c1cn2cc(Cl)ccc2n1)N1CCC2(CC1)C(=O)Nc1ccccc12	i
COc1ccc(Nc2ncnc3c2cnn3-c2cccc(C)c2)c(OC)c1	i

Rewritten field by field: part of the list above
> CCOc1ccc(NS(=O)(=O)c2cc(Cl)ccc2OC)cc1
  ST2 IL33 inh: i
> COc1ccc(C(CC#N)C2CCOC(C)(C)C2)cc1 (stereo not given)
  ST2 IL33 inh: i
> CC1CC(=O)N(CC(=O)Nc2ccc3c(c2)OCCO3)c2ccccc2S1 (stereo not given)
  ST2 IL33 inh: i
> O=C(c1cn2cc(Cl)ccc2n1)N1CCC2(CC1)C(=O)Nc1ccccc12
  ST2 IL33 inh: i

Further compounds:
Compound	ST2 IL33 inh
Cc1ccc(S(=O)(=O)C2(C(=O)NC(C)(C)C)CC2)cc1	i
COc1ccc(OC)c(NC(=O)NCCc2nc3cccnc3n2-c2ccccc2)c1	?
COc1ccc(/C=C2\SC(N3CC(C)OC(C)C3)=NC2=O)cc1OC (stereo not given)	i
O=C(NCCN1CCCCC1)c1cc(N2CCCN3CCC[C@H]3C2)ccn1	i
COCCOc1ccc(C(=O)N[C@@H]2CNCCC[C@H]2O)cc1	i
COc1ccc(C(=O)N[C@H]2C[C@H]3C(=O)Nc4ccccc4C(=O)N3C2)cc1	i
CN(CCc1nc2ccc(F)cc2[nH]1)C(=O)c1cn(CC2CCCCC2)nn1	i
COc1cc(C(=O)N2CCN(Cc3ccc(Br)cc3)CC2)cc(OC)c1OC	?
COc1ccc2cc(C(=O)C3CCCN(CCn4cc[nH]c4=O)C3)ccc2c1 (stereo not given)	?
CC1CCc2c(sc(NC(=O)CSc3ncccn3)c2C#N)C1 (stereo not given)	?
COCc1cc(=O)n2[nH]c(-c3ccc(Br)cc3)cc2n1	i
O=C(c1ccccc1)c1cc2cc(Br)ccc2o1	i
O=C(Nc1ccc(Br)cc1)c1cc(C2CC2)on1	i
O=C(Cn1cc2ccccc2n1)N1CCCC(Nc2cccc(F)c2)C1 (stereo not given)	i
COc1ccc(C2CC(=O)N(C)C3=C2C(=O)CC(C)(C)C3)cc1 (stereo not given)	i
O=C(c1ccc(-c2ccccc2)[nH]1)N1CCC(O)(CO)CC1	?
Cc1ccc(-c2nc(-c3cccnc3)no2)cc1Cl	i
CCN1CCN(Cc2cc(C(=O)NCC3C4CC5CC(C4)CC3C5)no2)CC1 (stereo not given)	i
C=CCC1(C#N)C(SC)=NC2=C(C(=O)CC(C)(C)C2)C1c1ccccc1 (stereo not given)	?
O=[N+]([O-])c1ccccc1OCCNCc1ccco1	i
CCOc1ccccc1CN(CC)Cc1coc2ccccc2c1=O	?
COc1cccc(N2CCN(C3CCC(C)C3)CC2)c1 (stereo not given)	31%*
CN(C)C(N)=NC(N)=Nc1ccccc1	i
O=C(Nc1cccc(F)c1)N1Cc2[nH]cnc2C[C@H]1c1nc(-c2ccccc2)no1	?
Cc1[nH]nc(SCC(=O)Nc2ccc(F)cc2F)c1[N+](=O)[O-]	i
CC(C)NC(=O)c1ccc(C2SCC(=O)N2CCc2ccccc2)cc1 (stereo not given)	i
O=c1[nH]c2ccc(S(=O)(=O)NCC3COc4ccccc4O3)cc2s1 (stereo not given)	i
N#Cc1ccc(Oc2ccc(C#N)cc2)cc1	i
Cc1nc2cc(-c3ccccc3)nn2c(C)c1CCC(=O)N1CCN(c2ccccn2)CC1	i
CCC(C)Oc1ccc(/C=C2/NC(=O)NC2=O)cc1OC (stereo not given)	i
Cc1ccc(C(CCO)n2cc(-c3ccnc4ccccc34)nn2)cc1 (stereo not given)	?
CCOC(=O)c1ccc(Oc2nc(NC(C)C)nc(NC(C)C)n2)cc1	i
CCCC1(C2CCN(C(=O)c3cccs3)CC2)NC(=O)N(CCc2ccccn2)C1=O (stereo not given)	i
O=C(CC1(c2ccccc2)C(=O)c2ccccc2C1=O)Nc1ccccc1	i
NC(=O)c1c(NC(=O)c2cc(-c3cccs3)on2)sc2c1CCCC2	i
CC12CC(NC(=O)N1CCc1ccccc1)c1cc(Br)ccc1O2 (stereo not given)	i
CC(C)Cn1c(CN2CCN(c3cccc(Cl)c3)CC2)nc2c1c(=O)[nH]c(=O)n2C	i
CC(=O)c1cc(CC(=O)N2Cc3cnn(CCO)c3C2)cs1	i
O[C@@H]1C[C@@H](c2nc(-c3ccccc3)no2)N(Cc2cc3ccccc3o2)C1	i
Cc1ccc(C)c(NC(=O)CSc2cn(CCNC(=O)c3ccc(F)cc3)c3ccccc23)c1	?
O=C(Nc1c2c(nn1-c1ccc(Cl)cc1)CSC2)c1cccs1	i
COc1ccc(C(=O)Nc2ccc(N3CCC(NC(C)c4cccs4)CC3)cc2)cc1 (stereo not given)	i
COc1cc(OC)cc(-c2nnc(NC(=O)c3ccc(S(=O)(=O)N4CCOCC4)cc3)o2)c1	i
O=C(c1ccc(F)c(F)c1)N1CCCC(N2CCN(c3cccc(Cl)c3)CC2)C1 (stereo not given)	i
Clc1ccc2nc(-c3ccn[nH]3)ccc2c1	i
COc1ccc(C(=O)CCN(C)C)cc1	i
CC1(C(=O)NCc2cccnc2)CCC(=O)N1Cc1ccc2c(c1)OCO2 (stereo not given)	i
Cc1cc(S(=O)(=O)NCC(=O)NC(C)c2cnn(C)c2)ccc1F (stereo not given)	i
Cc1cnccc1N1CCCN(C(=O)c2cnc3ccccc3c2)CC1	?
FC(F)C(F)(F)C1=Nc2ccccc2N=C(c2cccs2)C1	?

Following part
Compound	ST2 IL33 inh
COC(=O)C1C(=O)C2=C(CC1C)NC(C)=C(C(=O)OC(C)C)C2c1cccc(O)c1 (stereo not given)	i
c1cncc(CN2CC[C@H](c3nc4ccccc4[nH]3)C2)c1	i
COc1ccc(Cl)cc1NS(=O)(=O)c1cc(Cl)ccc1OC	?
CCOc1ccccc1-c1nc(C(N)=O)c2c(n1)n(-c1ccc(C)c(C)c1)c(=O)n2CC	i
CCN(CC)S(=O)(=O)N1CCC(C(=O)Nc2cccc(CCc3nc4ccc(C)cc4[nH]3)c2)CC1	i
CSc1nc2c(c(=O)[nH]1)C(c1ccc(C(C)C)cc1)C1=C(CCCC1=O)N2 (stereo not given)	i
O=C(NCC1CCCO1)c1cc(-c2ccc(Cl)s2)nc2ccccc12 (stereo not given)	?
Cc1cc(NC(=O)CSc2nnnn2-c2ccccc2)no1	i
Nc1n[nH]c(CCCc2nc(N)n[nH]2)n1	i
Cc1csc(NC(=O)C(Cc2ccccc2)NS(=O)(=O)c2cccs2)n1 (stereo not given)	?
O=C(O)CCS(=O)(=O)Cc1ccc(Cl)cc1	i
COc1ccccc1-c1coc2cc(OC(C)C(=O)OC3CCCCC3)ccc2c1=O (stereo not given)	i
O=C(Nc1ccc(S(=O)(=O)N2CCCC2)cc1)c1ccc(Cl)cc1Cl	i
Clc1cccc2ccc(CN3CCCC(OCc4ccccn4)C3)nc12 (stereo not given)	i
O=C(Cn1c(=O)oc2ccccc21)N1CCCCC1CCn1cccn1 (stereo not given)	i
COc1ccc(OC)c(NC(=O)CSc2cc(=O)n(C)c3cc(Cl)ccc23)c1	?
CCCCNC(=O)CCC1N=C2c3ccccc3N=C(SCc3ccccc3F)N2C1=O (stereo not given)	i
CC1CCN(C(=O)CNC(=O)c2cccs2)CC1	i
COc1ccc(OC)c(N(CC(=O)N2CCN(C)CC2)S(C)(=O)=O)c1	i
c1coc(CCNc2nc3nonc3nc2N2CCSCC2)c1	?
COC(=O)CNc1c(-c2ccccc2)nc2ccccn12	?
Cn1c(=O)c2c(nc(Oc3ccc4c(c3)OCO4)n2Cc2ccccc2Cl)n(C)c1=O	?
CCOC(=O)N1CCN(Cc2ccc3c(c2)CN(C(=O)c2ccc4ncccc4c2)CCO3)CC1	i
Cc1ccc(NCCCNC(=O)C2CCN(C(C)C)CC2)nc1	?
CCOc1ccc2nc(SCC(=O)Nc3ccc4c(c3)OCO4)[nH]c2c1	i
O=C(CCc1ccccc1)Nc1cc(Cl)ccc1Cl	i
N#CC1=C(N)SC(N)=C(C#N)C1c1ccc([N+](=O)[O-])cc1	?
Cc1ccc(CNC(=O)CN2C(=O)C3CCCCN3C(=O)c3ccccc32)cc1 (stereo not given)	?
c1ccc(OCCOc2ccc(-c3cc(C4CCNCC4)[nH]n3)cc2)cc1	i
O=c1ccn(-c2nc(-c3ccccc3)oc2-c2ccccc2)c(=O)[nH]1	i
Cc1oc(N=Cc2cccc([N+](=O)[O-])c2)c(C#N)c1C	?
c1csc(-c2nc3cnccn3c2NC2CCCCC2)c1	i
CC(CCC(O)C(C)(C)O)C1CCC2(C)C3=C(CC(O)C12C)C1(C)CC(OC(=O)CC(C)(O)CC(=O)O)C(O)C(C)(C)C1CC3 (stereo not given)	i
COc1ccccc1NS(=O)(=O)c1cc(C(=O)O)ccc1OC	i
CCOC(=O)c1ccc(NC(=O)CSc2nnc3sc4ccccc4n23)cc1	i
O=C(Nc1cc(Cl)cc(Cl)c1)c1ccccc1	i
CCC(C)c1ccccc1OCCCCN1CCCC1 (stereo not given)	i
O=C(CSc1ncnc2sc3c(c12)CCC3)Nc1ccccc1F	i
COc1ccc2c(c1)c(C(C)=O)c(C)n2-c1ccc(C(C)=O)cc1	i
Cc1ccc(NC(=O)CC(=O)N(C)CCN2CCCCCC2)c(C)c1	?
C=CCc1cc(-c2nc[nH]c2-c2ccccc2)cc(OC)c1O	?
N#Cc1c(-c2ccccc2)nc(N2CCCCCC2)[nH]c1=O	?
O=c1c2c(nc(SCc3ccc(F)cc3)n1-c1ccc(F)cc1)CCS2	i
O=C(CCC1CCN(C(=O)C2CCOCC2)CC1)N1CCC(Cc2ccccc2)CC1	?
CCc1ccc(N2C(=O)C3C4C=CC(C4)C3C2=O)cc1 (stereo not given)	i
COc1ccc(C(=O)Nc2nc(C)c(C)s2)cc1OC	i
O=C(c1ccsc1)N1CCC2(CCCN(Cc3cccc(F)c3F)C2=O)C1 (stereo not given)	i
CCOc1ccccc1NC(=O)CCC(=O)Nc1ccc2nc(N3CCN(C)CC3)cc(C)c2c1	?
O=C1C=C(NCCc2ccccc2)CC1	i
COC(=O)c1cccc(C(=O)N[C@H]2CO[C@H]3[C@@H]2OC[C@H]3OC(=O)Nc2ccc(Oc3ccccc3)cc2)c1	i

Next structures:
Compound	ST2 IL33 inh
CCN(Cc1ccccc1)S(=O)(=O)c1ccc(F)cc1	i
CCCCOC(=O)C1=C(C)Nc2ncnn2C1c1ccccc1Cl (stereo not given)	i
Cc1cccc(NS(=O)(=O)c2cc([N+](=O)[O-])ccc2C)c1	i
Cc1ccc(CNc2ccc3c(c2)ncn3C)cc1	?
CC(NC(=O)/C(C#N)=C/c1ccc(Cl)c(Cl)c1)c1ccccc1 (stereo not given)	i
CCC1CCCCN1S(=O)(=O)c1ccc2[nH]c(=O)cc(C(=O)NCCC(C)C)c2c1 (stereo not given)	i
CCS(=O)(=O)Nc1cccc(NS(=O)(=O)CC)c1	?
COc1ccc(-c2nccn2CCc2nc(C)cc(=O)[nH]2)c(OC)c1	i
Cc1ccc(C2CC(c3ccccc3Cl)n3nc(N)nc3N2)cc1 (stereo not given)	?
CC1(C(=O)NC2CCCCC2)CCC(=O)N1Cc1ccc(F)cc1Cl (stereo not given)	i
O=C(CC(=O)Nc1nc(C23CC4CC(CC(C4)C2)C3)cs1)NCc1ccccc1	?
Cc1ccc(F)cc1-n1c(-c2ccn[nH]2)n[nH]c1=O	i
O=C1NC(=Nc2ccccc2Cl)S/C1=C/c1ccc([N+](=O)[O-])o1	?
COc1cccc(F)c1-c1ccc2ncnc(NCCO)c2c1	i

Of the compounds above, these have a COOH group:
Compound	ST2 IL33 inh
O=C(O)CCS(=O)(=O)Cc1ccc(Cl)cc1	i
CC(CCC(O)C(C)(C)O)C1CCC2(C)C3=C(CC(O)C12C)C1(C)CC(OC(=O)CC(C)(O)CC(=O)O)C(O)C(C)(C)C1CC3 (stereo not given)	i
COc1ccccc1NS(=O)(=O)c1cc(C(=O)O)ccc1OC	i
